Assay outcomes: PubChem BioAssay, Sanford-Burnham Center for Chemical Genomics
AID2073 – inhibitors of Mint1-CaV2.2 protein interaction, biochemical, HTRF (AID 2073) | HTRF protein-protein interaction, Mint1-CaV2.2; higher % means a stronger effect | inhibition, % at 20 µM, or IC50 in µM where a hit was titrated | actives 0.19% (n = 290,000); in the data active = inhibition mostly above about 51%, no sharp cut-off; inconclusive = no clear call, values can overlap the other calls; inactive = mostly below about 53%; note: some results filed as inactive read as strong as hits
KOR beta-arrestin-1 – kappa opioid receptor blockers – cell-based, luminescence, uHTS (AID 1778); KOR beta-arrestin recruitment, luminescence, antagonist mode; higher % means a stronger effect; one-dose inhibition, % at 10 µM; IC50 in µM for titrated hits; actives 0.091% (n = 290,000); in the data active = inhibition above about 50%; note: strong numbers were not always called active
GPR55 beta-arrestin – GPR55 agonists via beta-arrestin recruitment, primary screen, imaging, U2OS cells, beta-arrestin-GFP redistribution (AID 1961). U2OS GPR55 beta-arrestin-GFP redistribution imaging; higher % means a stronger effect. activation, % at 10 µM; hits with a dose series show EC50 in µM. actives 0.048% (n = 290,000);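 active = activation above 40% with more than 50 cells counted in the well; inconclusive = wells holding fewer than 50 cells, flagged as toxic or sparse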;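 note: U2OS osteosarcoma cells stably expressing GPR55 and beta-arrestin-GFP; plate controls were DMSO negative control for no effect and LPI positive control for full effect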
GPR35 arrestin U2OS – GPR35 antagonists blocking zaprinast-driven arrestin recruitment, primary screen, imaging, U2OS, beta-arrestin-GFP, zaprinast agonist (AID 2058); U2OS GPR35 beta-arrestin-GFP translocation imaging, zaprinast antagonism; higher % means a stronger effect; inhibition, % at 10 µM, or IC50 in µM where a hit was titrated; actives 0.052% (n = 290,000);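 active = inhibition of at least 50% with at least 30 cells and total cytoplasm GFP at most 10,000,000; inconclusive = under 30 cells or total GFP of 10,000,000 plus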
KOR beta-arrestin-2 – kappa opioid receptor activators – cell-based, luminescence, uHTS, primary screen (AID 1777). KOR beta-arrestin recruitment, luminescence; higher % means a stronger effect. actives 0.02% (n = 280,000). one-dose activation, % at 10 µM; EC50 in µM for titrated hits; in the data active = activation above about 50%, passing the limit was not always enough; note: a part of the inactive calls stands beside numbers as strong as those of hits
HIV peptide binding – cell-free HIV fusion peptide-binding blockers – biochemical, uHTS, fluorescence dequenching, primary screen (AID 1986); cell-free peptide binding, fluorescence dequenching, 30 min; higher % means a stronger effect; one-dose inhibition, % at 20 µM; IC50 in µM for titrated hits; actives 0.3% (n = 290,000); in the data active = inhibition mostly above about 52%, no sharp cut-off; inactive = mostly below about 76%; note: some results filed as inactive read as strong as hits
GPR55 LPI antagonism – GPR55 antagonists blocking LPI-driven arrestin recruitment, primary screen, imaging, U2OS, beta-arrestin-GFP, LPI agonist (AID 2013); actives 0.13% (n = 290,000); one-dose inhibition, % at 10 µM; IC50 in µM for titrated hits; U2OS GPR55 beta-arrestin-GFP translocation imaging, LPI antagonism; higher % means a stronger effect;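 active = spots per cell inhibited over 60%, with over 100 cells counted and total cytoplasm intensity under 500,000; inconclusive = wells with under 100 cells, flagged as likely toxic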;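 note: U2OS cells stably carrying GPR55 and arrestin-GFP stimulated by 5 µM LPI near EC80; imaged beta-arrestin-GFP aggregate spots per cell after agonist stimulation; plate controls were LPI-stimulated DMSO wells for no effect and DMSO wells without LPI for full effect; some results filed as inactive read as strong as hits; confirmed hits need IC50 under 10 µM and bright autofluorescent wells are also inconclusive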
NOD1 NF-kB reporter – inhibition of NOD1-driven NF-kB reporter – cell-based, luminescence, uHTS, primary screen (AID 1578) | NOD1-driven NF-kB luciferase reporter cells, luminescence; higher % means a stronger effect | inhibition, % at 4 µM; hits with a dose series show EC50 in µM | actives 1% (n = 290,000); in the data active = inhibition mostly above about 36%, no sharp cut-off; inactive = mostly below about 34%;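 note: HEK-293T reporter cells stimulated with the NOD1 agonist gamma-tri-DAP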
Siah-1 displacement – Siah-1 peptide-binding antagonists, primary screen, biochemical, fluorescence polarization, rhodamine-plectin, uHTS (AID 1817) | Siah-1 / rhodamine-plectin peptide fluorescence polarization; higher % means a stronger effect | displacement, % at 20 µM; hits with a dose series show IC50 in µM | actives 0.02% (n = 290,000);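 active = displacement of at least 50% at 20 µM, with a fluorescence ratio check between 0.3 and a set limit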;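 note: plate controls were Siah plus tracer with DMSO for no effect and tracer alone without Siah for full effect; strong numbers were not always called active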
The depositor's hits bear a star; ? = inconclusive; / = not tested or not shown; [ ] = dose if it differs, or a comment.

SMILES	AID2073	KOR beta-arrestin-1	GPR55 beta-arrestin	GPR35 arrestin U2OS	KOR beta-arrestin-2	HIV peptide binding	GPR55 LPI antagonism	NOD1 NF-kB reporter	Siah-1 displacement
Cc1cc(C)c(S(=O)(=O)N2CCCC(C(=O)N3CCOCC3)C2)c(C)c1 (configuration not stated)	-10%	15%	-0.1%	-4%	-1.3%	2.0%	9%	-16%	3%
CC1/C(=N/O)CC(c2ccccc2)N(C)C1c1ccccc1 (configuration not stated)	9%	3%	-0.3%	-14%	-2.1%	2.6%	4%	-41%	19%
O=C(c1cccc([N+](=O)[O-])c1)c1ccc2c(c1)C(=O)NC2=O	4%	-16%	-0.2%	2%	-1.4%	1.1%	-6%	-31%	-3%
CC(C)[N+](C)(C)CC(O)CN(c1ccccc1)c1ccccc1 (configuration not stated)	13%	28%[20 µM]	0.5%	-4%	/	-1.8%	20%	-15%	-3%
Cc1ccccc1-c1cnn(-c2cccc([N+](=O)[O-])c2)c1N	9%	-6%	0.8%	-9%	3.0%	-0.7%	9%	-29%	0%
CCc1ccc(-c2nc(CN3CCC(C(=O)NCCN(CC)c4ccccc4)CC3)c(C)o2)cc1	-2%	-50%	0.0%	8%	2.6%	-0.3%	17%	-47%	2%
CC(C)(C)c1cnnn1-c1ccc(C(=O)CCl)cc1	-8%	-24%	2.6%	18%	-1.2%	-1.0%	11%	77%*	2%
Cc1nn(CCC(N)=O)c2nc(-c3cccs3)cc(C(F)(F)F)c12	14%	0%	0.3%	-3%	2.5%	2.0%	-2%	35%	-2%
CCc1n[nH]c(=S)n1/N=C/c1cc(Br)c(O)c(OC)c1	-29%	1%	0.2%	16%	3.4%	1.6%	-4%	5%	-2%
CCN(Cc1ccncc1)C(=O)C1CCN(S(=O)(=O)c2cccs2)CC1	6%	-32%	0.0%	-9%	8.4%	1.4%	6%	-25%	-2%
CCOC(=O)CSc1cc(=O)n(C)c2cc(Cl)ccc12	?	-22%	0.4%	22%	1.6%	-0.6%	-13%	-4%	3%
COc1ccccc1C(=O)Nc1ccc(-c2nnc(SCC(=O)O)n2C)cc1	-11%	-39%	-0.1%	10%	0.9%	2.0%	4%	7%	-4%
O=C(CSc1nc2ccccc2o1)NC1CCCC1	14%	22%	-0.3%	0%	-4.8%	-2.6%	7%	-38%	3%
CCCn1nc(NS(=O)(=O)c2ccccc2)c2cc3cc(C)ccc3nc21	5%	-8%	-0.2%	-5%	0.9%	-0.8%	3%	-18%	3%
COc1ccc(C(CNc2nc(-c3cccnc3)nc3ccccc23)N(C)C)cc1 (configuration not stated)	0%	-11%	-0.1%	5%	-2.2%	0.5%	14%	-3%	-4%
Cc1ccccc1C(=O)Nc1cc(NC(=O)c2ccccc2C)cc(C(=O)O)c1	8%	0%	-0.1%	14%	-0.1%	3.3%	0%	-21%	2%
COC(=O)Cc1ccc(NC(=S)NCCC(C)C)cc1	-3%	-45%	1.2%	1%	3.1%	-2.0%	0%	-34%	6%
COCc1cc([C@@H]2C[C@H]3CN(c4ccccc4)C(=O)[C@]34CCCN24)ccc1OC	-5%	-9%	-0.2%	7%	-3.7%	0.1%	15%	-20%	-2%
CCOC(=O)c1cc2c(=O)n3ccccc3nc2n(CCOC)c1=NC(=O)C(C)(C)C	17%	-17%	0.3%	13%	-1.3%	-1.4%	7%	4%	-6%
CC(C)C(c1nnnn1C(C)(C)C)N1CCN(c2cccc(Cl)c2)CC1 (configuration not stated)	-3%	1%	0.2%	-7%	1.4%	0.8%	3%	6%	-3%
Cc1ccc(Cn2nnc3c(=O)n(CC(=O)NCC4CCCO4)cnc32)cc1 (configuration not stated)	0%	-15%	0.2%	-11%	2.2%	0.6%	-12%	5%	-2%
Cn1c(=O)[nH]c(=O)c2c1nc(N1CCN(CCO)CC1)n2Cc1ccccc1Cl	15%	-30%[20 µM]	0.3%	7%	0.7%	19%	25%	-1%	-4%
CS(=O)(=O)c1ccc(NCCN2CCOCC2)c([N+](=O)[O-])c1	2%	-30%	-0.3%	-5%	-1.1%	0.9%	-2%	-17%	-1%
CC1(C)Cc2c(cnn2-c2ccccc2)C(NC(=O)CCN2CCCCO2)C1 (configuration not stated)	14%	9%	0.3%	22%	-5.0%	0.0%	7%	0%	1%

3 entries out of the list above, sorted by the value under NOD1 NF-kB reporter, largest number first.
structure	AID2073	KOR beta-arrestin-1	GPR35 arrestin U2OS	KOR beta-arrestin-2	HIV peptide binding	NOD1 NF-kB reporter	Siah-1 displacement
CC(C)(C)c1cnnn1-c1ccc(C(=O)CCl)cc1	-8%	-24%	18%	-1.2%	-1.0%	77%*	2%
Cc1nn(CCC(N)=O)c2nc(-c3cccs3)cc(C(F)(F)F)c12	14%	0%	-3%	2.5%	2.0%	35%	-2%
COc1ccc(C(CNc2nc(-c3cccnc3)nc3ccccc23)N(C)C)cc1 (configuration not stated)	0%	-11%	5%	-2.2%	0.5%	-3%	-4%

The list continues.
SMILES	AID2073	KOR beta-arrestin-1	GPR55 beta-arrestin	GPR35 arrestin U2OS	KOR beta-arrestin-2	HIV peptide binding	GPR55 LPI antagonism	NOD1 NF-kB reporter	Siah-1 displacement
C/C(CC(=O)Nc1cccc(F)c1)=N\NC(=O)C(=O)NC1CCCCC1	15%	-10%	0.4%	-11%	5.1%	0.3%	9%	-5%	5%
O=C(CSc1ncn(-c2ccccc2)n1)Nc1nccs1	-1%	-11%	0.3%	13%	-5.6%	0.7%	3%	8%	0%
Cc1ccc(-c2cc(C(=O)N/N=C/c3ccccc3)n[nH]2)o1	-1%	-24%	0.0%	-2%	-7.0%	-1.4%	7%	-7%	-6%
CC(=O)Nc1ccc2c(c1)nc(C)n2Cc1ccccc1	6%	-16%[20 µM]	0.0%	12%	-3.6%	-1.1%	3%	-37%	2%
O=C(N/N=C1\CCCc2ccccc21)C(O)c1ccccc1 (configuration not stated)	-5%	-42%	-0.1%	7%	15%	-1.6%	-5%	12%	1%
Cc1cc(C)nc(SCc2c(F)cccc2Cl)n1	0%	22%	1.0%	-9%	-1.5%	-1.4%	4%	-3%	8%
CN(C)S(=O)(=O)NCC1CCCN(Cc2ccc(-c3ccccc3)cc2)C1 (configuration not stated)	12%	-7%	-0.1%	5%	1.5%	1.8%	-6%	-23%	2%
Cc1ccc(NC(=O)NC(=O)c2ccccc2)cc1F	11%	-13%[20 µM]	0.2%	21%	-1.2%	0.3%	-20%	-60%	2%
CC(=O)Nc1ccc(C2=NN(Cc3nnc(-c4ccccc4)o3)C(=O)SC2)cc1	6%	-51%	-0.3%	7%	5.7%	0.2%	5%	52%	-3%
c1ccc(-c2cn3c(n2)CCc2ccc4cccnc4c2-3)cc1	22%	18%	-0.1%	14%	-0.6%	4.9%	-4%	20%	-1%
Cc1ccc(C)c(Sc2ccc(NC(=O)CCl)cc2)c1	22%	-11%	0.2%	14%	1.9%	2.2%	12%	19%	-4%
Cc1ccc(-c2cc(C(F)(F)F)c(C#N)c(SCC(=O)O)n2)cc1	8%	-26%[20 µM]	0.2%	-18%	-0.3%	5.2%	-4%	-18%	-6%
COC(=O)CN1C(=O)[C@H]2[C@@H](c3ccc(C)o3)N3C(=O)CN(Cc4ccc(-c5ccccc5)cc4)C(=O)[C@@]3(C)[C@H]2C1=O	15%	5%[20 µM]	0.2%	-7%	-1.1%	0.8%	5%	-13%	6%
Cc1nc(SCc2c(F)cccc2Cl)n[nH]1	-4%	6%	-0.1%	-12%	-2.6%	1.3%	9%	/	2%
COc1ccc2c(c1)O[C@H](c1ccc3c(c1)OCO3)[C@@H](OC(=O)N[C@H](C)C1CCCCC1)C2=O	0%	-3%	-0.2%	5%	-1.4%	-1.7%	5%	-2%	-2%
Cc1ccc2cc(C=O)c(Cl)nc2c1	14%	-46%	0.6%	4%	-4.2%	1.1%	-23%	-3%	4%
COc1cccc(C2C(C#N)=C(N)SC(c3ccccc3)C2[N+](=O)[O-])c1 (configuration not stated)	0%	1%	0.3%	-6%	-2.3%	-3.5%	9%	19%	5%
CCCCOC(=O)c1ccc(NC(=O)c2ccccc2OC)cc1	2%	-9%	-0.3%	13%	7.7%	-1.8%	6%	-4%	4%
CCCC(C(=O)NC1CCCC1)N(C(=O)c1snc(C(N)=O)c1N)c1ccc(F)cc1 (configuration not stated)	10%	-61%	-0.1%	2%	0.1%	-1.0%	7%	-9%	-2%
N#Cc1c(=O)c2nc(NCc3ccccc3)ncc2n2ccccc12	41%	11%	-0.1%	-10%	-4.5%	5.9%	-12%	9%	-8%
C/C(=N\NC(=O)c1cc(C)nc2ccccc12)c1ccc([N+](=O)[O-])cc1	7%	-15%	0.6%	0%	2.5%	-1.1%	-22%	-39%	-7%
COc1ccc(S(=O)(=O)N2CC(C)N(S(=O)(=O)c3ccc(OC)cc3)CC2C)cc1 (configuration not stated)	-5%	-11%	0.2%	11%	5.8%	-1.3%	-4%	1%	2%
CCc1cccc(CC)c1-n1c(SCn2nnc3ccccc3c2=O)nnc1-c1cccnc1	-6%	25%	0.1%	-6%	0.3%	-0.8%	8%	-31%	-6%
O=C(O)C1CCN(C(=O)CCN2C(=O)S/C(=C\c3ccccc3)C2=O)CC1	-16%	-14%	-0.2%	0%	-3.8%	2.2%	21%	-14%	6%
Fc1ccc(Cn2nnnc2CN2CCc3ccccc3C2)cc1	10%	16%	-0.2%	-2%	-2.6%	0.3%	6%	-4%	4%
O=C(COC(=O)c1cc([N+](=O)[O-])ccc1N1CCOCC1)NCc1ccc(Cl)cc1Cl	-1%	-23%	0.2%	5%	-0.2%	-1.0%	14%	0%	2%
CNC(=O)COC(=O)c1cccc(S(=O)(=O)N2CCN(c3ccc(F)cc3)CC2)c1	23%	22%	-0.6%	2%	-1.4%	0.6%	8%	-9%	6%
CC(C)=NN1C(=O)c2ccccc2NC1(C)C	-9%	17%	0.0%	-11%	2.0%	-1.7%	-17%	-5%	86%
COc1ccccc1NC(=O)CSc1nnc(-c2ccncc2)n1CC1CCCO1 (configuration not stated)	2%	-27%	-0.4%	-2%	4.6%	-0.6%	1%	-17%	-6%
CCOC(=O)N1CCN(Cc2nc3c(c(=O)[nH]c(=O)n3C)n2Cc2ccccc2C)CC1	9%	-27%	0.2%	6%	-1.0%	-0.5%	14%	16%	4%
COC(=O)c1sccc1NC(=O)c1cc(-c2ccc(C)cc2)nc2ccccc12	15%	19%	0.4%	7%	-2.9%	18%	15%	-99%	5%

A portion of the library; count on the stated rates, not on these rows.
